TRPM1 prom inh = inhibitors of MITF-driven TRPM1 promoter in melanoma cells; SK-MEL-5 TRPM1 promoter luciferase, 24 h; inhibition, % at 12.5 µM; hit rate 0.83% among 330,000; AID 488899;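 active means mean inhibition across replicates of 60% or more, whatever share of single replicates reaches that level; inconclusive means some that reach 60%, reason not given; inactive means mean inhibition across replicates below 60%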; further: values of inactives mirror those of a sister screen read the other way
Granule exo inh = blocks lytic granule exocytosis | inhibition, % at 10 µM | TALL-104 LAMP-1 surface exposure, flow cytometry; cells stimulated with thapsigargin and PMA | AID 651702 | hit rate 0.66% among 360,000;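 active means inhibition above about 55%, limit read from the data; inconclusive means no clear call, values can overlap the other calls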
PDI turbidity = PDI (human) enzyme inhibition; P07237; hit rate 0.052% among 350,000; inhibition, % at 10 µM; PDI insulin aggregation turbidity, A650, 90 min; AID 588391;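 active means mean inhibition across replicates of 30% or more, whatever share of single replicates reach that level; inconclusive means mean inhibition below 30% while every single replicate reaches 30%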;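 further: absorbance from insulin aggregation driven by PDI reduction with DTT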
Target sequence (P07237 whole entry, looked up): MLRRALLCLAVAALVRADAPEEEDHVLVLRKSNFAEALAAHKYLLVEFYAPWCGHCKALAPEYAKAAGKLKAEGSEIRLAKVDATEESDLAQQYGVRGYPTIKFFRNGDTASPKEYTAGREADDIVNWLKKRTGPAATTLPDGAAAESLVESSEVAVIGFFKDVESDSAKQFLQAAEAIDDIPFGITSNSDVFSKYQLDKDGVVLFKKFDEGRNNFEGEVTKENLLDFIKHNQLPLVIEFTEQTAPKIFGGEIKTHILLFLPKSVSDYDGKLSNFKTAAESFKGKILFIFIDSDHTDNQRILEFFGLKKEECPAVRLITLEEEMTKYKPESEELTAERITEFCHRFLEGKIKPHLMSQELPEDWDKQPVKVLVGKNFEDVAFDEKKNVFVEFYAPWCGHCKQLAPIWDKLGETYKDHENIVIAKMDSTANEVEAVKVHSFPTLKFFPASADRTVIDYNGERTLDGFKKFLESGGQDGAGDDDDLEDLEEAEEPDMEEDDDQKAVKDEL
CaV13 FRET inh = Disruptors of the CACNA1D IQ motif to Ca2+-dependent inactivation inhibitor domain association, primary screening, Förster resonance energy transfer in intact living … | hit rate 0.098% among 340,000 | inhibition, % at 12.3 µM | AID 743397 | HEK cells, CFP/YFP FRET ICDI-IQ, plate reader, 10 min; percent FRET-ratio fall versus neutral wells;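 active means mean replicate inhibition of at least 30% and at least 1% of replicates passing that level; inconclusive means only one of the two criteria is met; inactive means neither criterion is met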;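 further: 0% = median of the neutral control wells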
hiPSC survival = increases survival of single human iPS cells | survival enhancement, % at 20 µM | hiPSC single-cell survival, ATPlite luminescence; 100% = ROCK inhibitor wells, 0% = DMSO | hit rate 0.044% among 360,000; in the data active means survival enhancement above about 18%;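 further: cells exposed to compounds for 16 hours before the ATP read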
aDG glyco up = alpha-DG glycosylation activation | Pro5-aDG cells, alpha-DG glycosylation AlphaScreen (IIH6); 0% Pro5, 100% B10-LARGE cell signal | activation, % at 10 µM | hit rate 0.22% among 360,000;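 active means activation of at least 8% versus controls, or a plate z-score of at least 8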;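 further: Pro5 are CHO cells carrying HIG-tagged alpha-DG that lacks glycosylation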
HIF-2a block = inhibitors of HIF-2a. 786-0 RCC cells HIF-2a reporter, luciferase luminescence, overnight. inhibition, % at 18.8 µM. hit rate 0.72% among 360,000;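 active means inhibition of the luminescence signal of 40% or more relative to plate controls, in a single-dose primary screen at 18.75 µM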
NR2E3 ag-1 = NR2E3 (human) agonism; GST-NR2E3/biotin-RetCOR TR-FRET, 1536-well; inhibition of corepressor binding, % at 4.78 µM; hit rate 0.12% among 320,000; AID 2300;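 active means percent inhibition above the cutoff of mean plus 3 SD of all tested compounds, set per screening campaign, cut at about 20% in these data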;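 further: 0% = DMSO wells and 100% = biotin wells as full block of FRET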
Target sequence (Q9Y5X4 whole entry, looked up): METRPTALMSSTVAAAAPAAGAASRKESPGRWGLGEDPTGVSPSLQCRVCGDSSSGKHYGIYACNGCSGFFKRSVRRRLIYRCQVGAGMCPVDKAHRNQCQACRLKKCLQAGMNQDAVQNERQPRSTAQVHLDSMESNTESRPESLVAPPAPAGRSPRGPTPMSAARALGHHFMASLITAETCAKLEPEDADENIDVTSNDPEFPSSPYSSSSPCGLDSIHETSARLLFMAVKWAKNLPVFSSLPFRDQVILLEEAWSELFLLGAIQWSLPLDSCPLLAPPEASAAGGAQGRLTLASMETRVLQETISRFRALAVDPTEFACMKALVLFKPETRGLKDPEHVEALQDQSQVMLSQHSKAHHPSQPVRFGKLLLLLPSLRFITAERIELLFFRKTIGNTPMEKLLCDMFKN
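Format: 1536-well format; test system: GST-NR2E3 and biotin-RetCOR proteins; read-out basis: percent inhibition of TR-FRET ratio; timing: 5 h incubation at 4 °C; detection: time-resolved FRET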
NR2E3 ag-2 = human photoreceptor-specific nuclear receptor agonism; Q9Y5X4; CHO-S Gal4-NCOR/VP16-NR2E3 two-hybrid, luciferase; inhibition of corepressor binding, % at 3.98 µM; hit rate 0.35% among 360,000; AID 602229;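 active means inhibition above the mean of all tested compounds plus 3 SD, cut at about 70% in these data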;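 further: 0% = DMSO with NR2E3 transfected cells and 100% = cells lacking NR2E3 construct; higher means lower luciferase signal from less NR2E3 corepressor binding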
Peg3 prom inh = inhibitors of Peg3 promoter; HeLa PEG-Prom luciferase reporter, luminescence, overnight; inhibition, % at 20 µM; hit rate 1.7% among 360,000; AID 588405;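 active means inhibition of at least 50% at 20 µM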
Vif inh = inhibitors of HIV Vif | hit rate 0.35% among 340,000 | inhibition, % at 7.49 µM | HEK293T cells, Vif self-association by quenched fluorescence, imaging, 24 h; in the data active means inhibition above about 50%, passing the limit was not always enough; inconclusive means no clear call, values can overlap the other calls; inactive means below about 31%; further: some results filed as inactive read as strong as hits
Numbers without * were called inactive; ? = inconclusive; . = no result given. Rows were taken by chance; 3.5% or so of the library scored in one or more.

SMILES | TRPM1 prom inh | Granule exo inh | PDI turbidity | CaV13 FRET inh | hiPSC survival | aDG glyco up | HIF-2a block | NR2E3 ag-1 | NR2E3 ag-2 | Peg3 prom inh | Vif inh
CCOC(=O)c1c(C)[nH]c(C)c1S(=O)(=O)N1CCC(c2ccccc2)C1 (configuration not stated) | 0 | -1 | 0 | -2 | 0.0 | 0.0 | 7 | 2 | 9 | 2 | -3
Cc1cccc(/C=N/NC(=O)c2ccc(NC(=O)c3ccccc3C)cc2)n1 | -20 | -8 | 3 | -3 | 0.8 | 0.0 | 1 | 4 | -23 | -22 | 5
CCCCN1CCN=C1N(C)C | 8 | -5 | 5 | -12 | -1.1 | 0.1 | 0 | 1 | -8 | -13 | -1
Cc1ccc(Cn2cccc2/C=C2/C(=N)N3C=CSC3=NC2=O)cc1 | -6 | -2 | 9 | -2 | 0.4 | -0.2 | -4 | 3 | -45 | 17 | -2
O=C(/C=C/c1ccc2c(c1)OCO2)N1CCCCC1 | -52 | -7 | -3 | -19 | -0.8 | -0.3 | -219 | . | -99 | -204 | 2
Cc1sc2ncn(CC(=O)NCCCN3CC(C)CC(C)C3)c(=O)c2c1S(=O)(=O)N1CC(C)CC(C)C1 (configuration not stated) | 20 | 19 | 1 | -2 | -0.6 | 0.0 | 0 | 5 | -14 | 4 | -10
O=C(NCC1(c2ccccc2)CCOCC1)c1cccs1 | 5 | 1 | 2 | -6 | 1.6 | 0.1 | 12 | 1 | -11 | 8 | -1
O=C(COC(=O)c1cc2ccccc2cc1O)Nc1ccccc1F | . | 0 | 1 | -3 | -0.4 | 0.0 | -39 | . | -25 | -62 | 12
CCc1nc2ccc(C(=O)N3CCN(C)CC3)cn2c1N(C)CCCc1ccccc1 | . | 42 | 3 | -6 | -0.3 | 0.4 | 15 | . | -11 | -1 | 11
O=C(O)c1c(N2CCCCC2)ccc([N+](=O)[O-])c1N1CCCCC1 | 8 | 0 | -5 | -14 | -0.4 | 0.2 | 20 | 4 | 7 | -9 | 24
NC(=O)CSc1oc(-c2ccco2)nc1S(=O)(=O)c1ccccc1 | -7 | -5 | 0 | -6 | -0.4 | 0.0 | 15 | -3 | -33 | 11 | 0
N#Cc1cnc(SCC(=O)N2CCCC2)nc1N | 1 | 0 | 13 | . | -0.1 | 0.0 | -2 | 3 | 4 | 5 | 2
COc1ccc(NC(=O)c2ccccc2Sc2ccc(NC(C)=O)nc2)cc1 | -2 | -1 | -6 | 0 | 0.5 | 0.1 | 5 | 1 | 10 | 0 | 3
Cc1sc2nc(C3CC3)nc(SCC(=O)N3c4ccccc4CC3C)c2c1C (configuration not stated) | 9 | ? | 2 | . | -0.3 | 0.4 | -6 | 2 | 8 | 16 | -12
COc1ccc(CNC(=O)CSCc2cccc(Cl)c2)cc1 | -4 | -3 | 1 | -5 | 0.1 | 0.0 | 15 | 3 | 0 | -7 | -1
Cc1ccc(N2CC(C(=O)Nc3ccc(S(=O)(=O)NCC4CCCO4)cc3)CC2=O)cc1C (configuration not stated) | 21 | 17 | -6 | -5 | -0.1 | 0.0 | -1 | -2 | -35 | 0 | 0
Cc1cccc(Cn2nnc3c2C(=O)c2ccccc2C3=O)c1 | 46 | 3 | -5 | -5 | -2.5 | 6.4 | -26 | -3 | 3 | 40 | -5
Cc1noc(NS(=O)(=O)c2ccc(NC(=O)/C=C/c3ccc(Cl)cc3Cl)cc2)c1C | . | -5 | -6 | -6 | 1.3 | 1.0 | 7 | . | -23 | 1 | .
COCCn1c(SCC(=O)N2CCOCC2)nnc1-c1ccncc1 | -12 | 28 | -2 | -3 | -0.1 | 0.1 | 6 | 1 | 4 | -4 | 3
COc1cccc(OCC(=O)NCC2CCCO2)c1 (configuration not stated) | 4 | 1 | -6 | -17 | -0.2 | -0.1 | -5 | . | -2 | 4 | -1
O=C(Nc1ccccn1)c1ccc(Cl)c([N+](=O)[O-])c1 | -6 | -2 | 6 | 11 | -1.4 | 0.9 | -19 | 1 | -1 | -35 | -1
Cc1nc(SC(C)C(=O)NC2CCCC2)c2ccccc2n1 (configuration not stated) | 17 | 1 | 0 | -5 | 0.4 | 0.4 | 14 | 2 | -6 | 23 | -11
O=C(c1cc(Cl)nc2ccccc12)N1CCCCC1 | 14 | -2 | -1 | -4 | 4.1 | 0.0 | 18 | -2 | 2 | 22 | -3
COc1cccc(-n2nnc3c(=O)n(Cc4ccccc4Cl)cnc32)c1 | -12 | -2 | -1 | -9 | 7.2 | -0.2 | -107 | -2 | -5 | -27 | 4
Cc1ccsc1/C=N/N1CCOCC1 | 2 | -1 | -7 | -2 | -3.2 | 0.3 | 2 | 0 | -3 | -13 | 8
CCOc1ccc2nc(NC(=O)CSc3nc(SC)ns3)sc2c1 | -26 | -2 | -6 | -6 | -0.2 | 0.1 | -86 | 0 | -50 | -177 | -9
CC(C)[C@H](NS(=O)(=O)c1ccc(Cl)cc1)C(=O)OCC(=O)c1c(N)n(C)c(=O)n(C)c1=O | -12 | -3 | 7 | -6 | -0.4 | -0.2 | 6 | 3 | -9 | 6 | 4
Cc1ccc(-c2csc3nc(SCC(N)=O)n(Cc4ccccc4)c(=O)c23)cc1 | -1 | 2 | 8 | -2 | 1.0 | 0.1 | 7 | 3 | -4 | 53* | -2
Cc1cc(C(F)(F)F)c(C#N)c(SCC(=O)Nc2nc3ccccc3s2)n1 | 25 | 3 | 0 | -8 | -3.0 | 0.2 | -35 | -1 | 31 | -77 | 0
COc1ccccc1C(=O)NC(=O)COc1cc(Cl)ccc1Cl | -2 | -6 | -7 | -6 | -0.3 | 0.3 | 3 | -3 | 23 | 5 | ?
Cc1ccc(/C=C2\SC(=S)N(CCC(=O)Nc3cccnc3)C2=O)cc1 | -1 | 15 | -1 | . | -0.4 | 0.7 | -1 | 2 | -19 | -13 | -3
CC1=NN(C(N)=S)C(=O)C1N=Nc1ccc(Cl)cc1 (configuration not stated) | -90 | -2 | -4 | -5 | -0.5 | 0.0 | -296 | . | 24 | -287 | 7
CCOc1ccccc1C(=O)Nc1ccc(S(=O)(=O)Nc2nccc(C)n2)cc1 | 9 | 1 | 13 | -2 | -0.8 | -0.1 | 18 | 0 | 16 | 13 | -9
Cc1nn(-c2ccccc2)c(C)c1C(=O)Nc1nnc(-c2ccco2)o1 | 7 | 0 | -6 | -5 | 2.9 | 0.0 | -18 | 1 | -15 | -2 | -9
COC(=O)c1c(-c2cccs2)csc1NC(=O)CSc1ncnc2sc(C)c(C)c12 | -4 | -1 | -13 | -5 | 0.7 | 1.0 | 15 | -1 | -12 | 18 | -25
C=CCNC(=O)c1ccccc1SCc1c(C)noc1C | 0 | 2 | -1 | -2 | -0.2 | -0.2 | 5 | 7 | -20 | 15 | -5
COc1ccc2oc(C(=O)OCC(=O)N(CCC#N)c3ccccc3)c(C)c2c1 | -2 | -8 | -2 | -6 | -0.5 | 0.7 | -1 | -2 | 10 | -1 | -7
CC1=C(C(=O)OC(C)C)C(c2cccc(F)c2)n2ncnc2N1 (configuration not stated) | . | 0 | . | 9 | -0.8 | 0.9 | -3 | 4 | 2 | 9 | 9
COc1cccc(C(=O)NCC(=O)OCC(=O)C(C)(C)C)c1 | -16 | 2 | 8 | -5 | -1.2 | -0.1 | 19 | -1 | -10 | 0 | 43
CCNC(=S)N(CCc1ccc(S(N)(=O)=O)cc1)C1CC(=O)N(c2ccccc2)C1=O (configuration not stated) | 11 | 2 | -9 | -5 | 0.5 | -0.3 | 17 | 1 | -13 | 5 | 2
CCn1nc(C)cc1C(=O)N1CCCC(N2CCN(Cc3ccc4c(c3)OCO4)CC2)C1 (configuration not stated) | 5 | -9 | 2 | -3 | -0.5 | -0.4 | -3 | 0 | -3 | -3 | 15
Cc1ccc(SC(C)C(=O)Nc2c(C)n(C)n(-c3ccccc3)c2=O)cc1 (configuration not stated) | 2 | -3 | 5 | -5 | -0.5 | -0.1 | -7 | 0 | -3 | 2 | -2
c1cc(N2CCCC2)ccc1C(c1nnnn1C1CCCCC1)N1CCOCC1 (configuration not stated) | 11 | 6 | -4 | -6 | 1.9 | -0.5 | 5 | 1 | -11 | -1 | 9
O=C(CCS(=O)(=O)c1cccs1)Nc1ccc(C(=O)NCc2cccs2)cc1 | 11 | 8 | -9 | -4 | -1.5 | 0.0 | 2 | -3 | 12 | 15 | 2
Cc1ccc(CNC(=O)Cn2ccc3cc(S(=O)(=O)N4CCCCCC4)ccc32)cc1 | -27 | 1 | -6 | -2 | -0.7 | 0.6 | -39 | -2 | 12 | 9 | -6
CCc1ccc(C(=O)N2CCCN(C)CC2)s1 | 0 | -5 | -44 | -5 | -0.3 | 0.2 | 3 | 1 | -6 | 13 | 0
COc1ccc(Br)cc1S(=O)(=O)NCc1ccccn1 | -1 | -6 | 10 | -4 | 1.1 | -0.1 | 14 | 0 | -10 | 7 | -2
O=C(OCC(=O)N1CCCCC1)c1cccc(NS(=O)(=O)c2ccccc2)c1 | -6 | -2 | -6 | -4 | -0.1 | 0.4 | -9 | 2 | -2 | -32 | -13
C=CCn1c(C)nc2c(cnn2-c2ccccc2)c1=O | -9 | 5 | 1 | -5 | -0.1 | 0.1 | -51 | 4 | -14 | -21 | 0
CC(C)(C)c1ccc(OCC(=O)Nc2ccncc2)c(Br)c1 | -24 | 26 | 3 | -3 | 0.5 | 0.0 | -181 | 4 | -8 | -37 | -2
(list continues)
SMILES | TRPM1 prom inh | Granule exo inh | PDI turbidity | CaV13 FRET inh | hiPSC survival | aDG glyco up | HIF-2a block | NR2E3 ag-1 | NR2E3 ag-2 | Peg3 prom inh | Vif inh
O=C(CNC(=O)c1ccccc1Br)N/N=C\c1cc([N+](=O)[O-])cc(Br)c1O | 4 | 5 | 10 | -7 | -0.4 | 0.0 | 7 | 2 | 0 | 0 | -2
CN(C1CCCCC1)S(=O)(=O)c1cccc(C(=O)Nc2ccccn2)c1 | -5 | 4 | -1 | -6 | -0.4 | 0.0 | 1 | 3 | -16 | -3 | -7
COc1ccc2c(=O)cc(-c3ccncc3)oc2c1OC | 14 | 2 | 3 | -9 | -2.5 | -0.4 | 27 | . | 2 | 89* | -1
CC1(C)CCCC2=C1CC1C(=O)N(Cc3cccnc3)C(=O)C1C2 (configuration not stated) | 4 | 0 | -1 | -5 | 1.2 | -0.3 | 16 | 2 | -1 | 10 | -8
CCOC(=O)C(NCc1ccc2c(c1)OCO2)(NC(=O)c1ccccc1)C(F)(F)F (configuration not stated) | 5 | -6 | -1 | -5 | -3.6 | -0.2 | 15 | 1 | -34 | 5 | 11
O=C(Cn1cccc1)NC1CCCCCC1 | -4 | -2 | -2 | -8 | 0.9 | -0.2 | -17 | -1 | -13 | -10 | -1

Source: PubChem BioAssay
